# AddAB inh: less growth of phage-infected E. coli with AddAB; inhibition, % at 11.9 µM; 330,000 compounds, 0.29% hits; AID 435030; E. coli expressing H. pylori AddAB, absorbance growth; in the data active means inhibition above about 12%;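 further: 0% = vehicle wells of infected cells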
# Wnt bcat act: Wnt/beta-catenin pathway activation; Wnt/beta-catenin reporter cell assay, activator, plate reader; activation, % at 9.35 µM; AID 743398; 300,000 compounds, 1.2% hits; in the data active means activation above about 30%, passing the limit was not always enough;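 further: 0% = neutral control wells and 100% = positive control wells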
# Tat transport: E. coli Tat transport inhibition; 340,000 compounds, 0.036% hits; inhibition, % at 10 µM; E. coli MC4100 TorA-mCherry Tat export, fluorescence; AID 488895;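 active means mean replicate inhibition at least 50% and at least half of replicates individually reaching 50%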;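 further: exported cargo escapes ClpAP degradation while cytoplasmic cargo is degraded and loses fluorescence; 0% = median of neutral control wells and 100% = median of NaSCN control wells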
# Ecoli viability: reduces bacterial viability in AddAB counter-screen | E. coli V3065 growth, OD600 absorbance, 18 h | inhibition, % at 11.9 µM | 330,000 compounds, 0.27% hits | AID 449728;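 active means inhibition above the campaign's mean inhibition across all tested compounds plus 3 SD, cut at about 9.9% in these data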;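 further: uninfected addAB+ strain grown without phage in ampicillin broth; 0% = DMSO wells and 100% = ciprofloxacin 0.95 µg/ml wells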
# SR-BI DiI inh: mouse SR-BI HDL lipid transfer inhibition; 320,000 compounds, 0.96% hits; inhibition, % at 12.5 µM; ldlA[mSR-BI] CHO cells, DiI-HDL uptake fluorescence, 3 h; AID 488896; Q61009;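 active means mean replicate inhibition of at least 70% and a set share of replicates each scoring 70 or more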;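 further: 0% = median of neutral control wells and 100% = median of positive control wells; values of inactives mirror those of a sister screen read the other way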
# Target sequence (Q61009 whole entry, looked up): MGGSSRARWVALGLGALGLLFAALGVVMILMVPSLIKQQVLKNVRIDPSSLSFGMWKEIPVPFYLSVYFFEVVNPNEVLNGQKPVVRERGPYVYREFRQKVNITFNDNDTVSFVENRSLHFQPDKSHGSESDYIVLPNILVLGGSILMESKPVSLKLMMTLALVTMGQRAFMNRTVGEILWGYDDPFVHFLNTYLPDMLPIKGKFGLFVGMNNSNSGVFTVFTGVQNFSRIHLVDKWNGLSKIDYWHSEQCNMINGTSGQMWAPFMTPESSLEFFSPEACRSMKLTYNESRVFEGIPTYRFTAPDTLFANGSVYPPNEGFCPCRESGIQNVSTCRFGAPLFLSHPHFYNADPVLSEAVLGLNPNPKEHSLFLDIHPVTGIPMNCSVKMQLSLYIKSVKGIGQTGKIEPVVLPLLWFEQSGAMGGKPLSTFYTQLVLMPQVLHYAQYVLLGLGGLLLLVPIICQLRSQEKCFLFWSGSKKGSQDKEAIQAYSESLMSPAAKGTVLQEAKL
# CAL PDZ FP-1: CAL PDZ (human) peptide binding inhibition; 300,000 compounds, 0.92% hits; inhibition, % at 24.9 µM; AID 602252; purified CAL PDZ, TMR-peptide fluorescence polarization, 1 h; Q9HD26;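 active means mean inhibition of at least 30% with at least half of replicates also reaching 30%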;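 further: 0% = DMSO neutral control and 100% = excess unlabeled competitor peptide PRC23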
# phage Ecoli inh: E. coli growth loss with phage present. inhibition, % at 11.9 µM. 360,000 compounds, 0.26% hits. growth absorbance; in the data active means inhibition above about 11%
# SR-BI uptake up: SR-BI HDL lipid transfer activation; CHO ldlA[mSR-BI] cells, DiI-HDL uptake fluorescence, 3 h; 100 = double the neutral-control signal; activation, % at 12.5 µM; 320,000 compounds, 0.096% hits; AID 504775;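 active means mean replicate activation of at least 60% and every replicate at or above 60%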;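 further: 0% = median plate neutral-control signal and 100% = twice that signal; values of inactives mirror those of a sister screen read the other way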
#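 Test system: SR-BI-overexpressing, LDLR-lacking CHO cells; Also added: labelled HDL, 10 µg/mL; Measured by: bottom-read cell fluorescence after medium removal, ex 550/em 595 nm; Timing: 3 h uptake period with compound, 37 °C; Buffer or medium: F12, 0.5% BSA, 25 mM HEPES; Doses: single compound concentration, delivered by pin transfer.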
# MITF TRPM1 HTS: increases MITF-driven TRPM1 promoter luciferase signal. 300,000 compounds, 0.75% hits. AID 588334. activation, % at 12.5 µM. SK-MEL-5 TRPM1-promoter luciferase, 24 h; % of positive control, neutral wells = 0;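 active means mean activation of at least 80% with every replicate also reaching 80%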;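 further: 0% = neutral control wells and 100% = parthenolide positive control wells; values of inactives mirror those of a sister screen read the other way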
# CAL PDZ FP-2: blocks peptide binding to human CAL PDZ domain. purified CAL PDZ, TMR-peptide fluorescence polarization, 1 h. inhibition, % at 20 µM. 330,000 compounds, 0.02% hits. AID 504414;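 active means highest replicate inhibition of at least 40%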;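 further: plate controls were DMSO neutral control wells for no effect and unlabeled competitor peptide control wells for full effect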
#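 System: purified tagged CAL PDZ domain construct (CerCALP). Schedule: 1 h incubation at room temperature before polarization reading. Medium: 25 mM sodium phosphate pH 7.4, 150 mM NaCl, TCEP, IgG, Thesit. Read-out: percent inhibition from loss of millipolarization. Measured by: FP readout, S and P plane fluorescence. Probe or stimulus: fluorescent TMR peptide probe.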
# The depositor's hits bear a star; · = not tested or not shown.
SMILES,AddAB inh,Wnt bcat act,Tat transport,Ecoli viability,SR-BI DiI inh,CAL PDZ FP-1,phage Ecoli inh,SR-BI uptake up,MITF TRPM1 HTS,CAL PDZ FP-2
CC(=NCc1ccco1)c1c(C)[nH]n(-c2nc3ccccc3s2)c1=O,1.6,·,12.9,-1.3,18.6,·,-0.3,-18.6,-9.8,-3.1
O=C(COC(=O)/C=C/C(=O)N1CCN(c2ccccc2)CC1)NC(c1ccccc1)c1ccccc1,-1.0,-2.5,11.0,-0.6,16.1,1.3,3.9,-16.1,-12.7,-1.6
Clc1cc(Cl)c2nc(N3CCOCC3)sc2c1,3.1,41.9*,1.9,-0.6,5.3,1.0,0.6,-5.3,·,-1.8
N/C(=N\OS(=O)(=O)c1cc(Cl)ccc1Cl)c1ccncc1,-0.3,·,2.7,0.2,-37.7,-3.4,4.0,37.7,·,1.1
O=c1/c(=C\c2cc([N+](=O)[O-])cc([N+](=O)[O-])c2O)sc2nc3ccccc3n12,0.8,·,1.3,0.1,22.5,·,·,-22.5,0.5,-0.1
COc1ccccc1CN(C(=O)CNC(=O)c1ccco1)C(C(=O)NCC1CCCO1)c1ccc(OC)c(OC)c1 (centres undefined),0.8,2.0,2.7,-1.5,·,-2.9,1.2,·,-4.1,1.0
CC(C)c1cc2c(c(O)c1O)[C@@]13CCCC(C)(C)C1CC2OC3=O (some centres undefined),2.2,0.3,6.0,0.0,-16.6,1.6,4.5,16.6,·,0.2
COc1cccc(/C=C/C(=O)OCC(=O)Nc2cccc(S(=O)(=O)N3CCOCC3)c2)c1OC,2.1,-0.5,0.7,1.6,14.0,·,3.5,-14.0,4.1,-0.4
CC(Oc1ccc(Cl)cc1Cl)/C(N)=N/O (centres undefined),0.8,2.2,1.6,-0.9,-33.2,-0.1,3.2,33.2,-2.1,-0.2
Cn1c(SCC(=O)NCC2CCCO2)nc2scc(-c3ccccc3)c2c1=O (centres undefined),3.9,-3.3,7.0,-0.2,-0.4,0.4,0.6,0.4,-2.8,-0.4
CC(C)C(=O)N1CCC(CN=CC2=C(O)CC(C)(C)CC2=O)CC1,1.9,·,1.5,1.5,-23.8,-1.9,2.1,23.8,-0.2,-1.1
Cc1cc(C)cc(C(=O)NCC(=O)N2CCN(C(c3ccccc3)c3ccccc3)CC2)c1,1.0,-1.4,13.5,-0.8,·,3.8,3.5,·,-14.7,-0.2
CCOC(=O)N1CCN(C(=O)CNC(=O)Cn2cnc3ccccc3c2=O)CC1,2.0,-7.2,15.3,0.9,-4.1,-1.0,4.6,4.1,5.8,-2.6
O=C(/C=C/c1cccc(F)c1)N1CCN(c2ncccn2)CC1,0.6,4.0,-0.3,-0.5,6.8,·,2.2,-6.8,14.5,-0.3
O=C(NCc1ccc(Cl)cc1Cl)C1CCN(S(=O)(=O)c2ccc3c(c2)OCCCO3)CC1,5.9,-3.2,12.7,1.8,12.8,·,2.6,-12.8,-3.6,-1.3
O=S(=O)(NCC1CN(S(=O)(=O)c2ccc3c(c2)OCCO3)C1)c1c(F)cccc1F,3.1,0.4,-1.5,-1.1,-23.4,-2.9,0.6,23.4,8.3,-1.4
O=C(NCCCN1CCCC1=O)c1ccccc1OCc1ccc(Cl)cc1Cl,-0.8,-3.7,-5.0,-2.1,20.2,-3.8,-1.2,-20.2,-3.6,-0.8
CCOCCCNCC(=O)N1CCN(S(=O)(=O)c2ccc(C)cc2)CC1,0.2,·,-2.3,1.7,4.0,·,2.4,-4.0,-5.8,-0.7
Cc1c(Cl)ccc(S(=O)(=O)N2CCN=C2c2ccccc2)c1Cl,2.4,·,4.3,1.5,-11.1,-2.0,2.9,11.1,6.6,-0.5
Cn1nc(-c2ccc(C(=O)Nc3cccc(Cl)c3)cc2)c2ccccc2c1=O,2.0,·,-3.8,-2.6,40.5,1.8,-0.7,-40.5,·,-2.5
COc1ccc(S(=O)(=O)N(C)CC(=O)Nc2ccccc2OC)cc1C,2.1,-0.3,-6.6,-1.8,5.5,5.0,0.7,-5.5,-7.7,0.5
CC(C)(C)c1ccc(C(=O)NC(=S)Nc2ccc(N3CCOCC3)cc2)cc1,2.7,-1.9,-9.0,-0.4,24.1,32.6*,2.1,-24.1,-14.7,0.6
COc1ccc(N(C)C(=O)c2ccc3c(Cl)c4c(nc3c2)CCCC4)c(OC)c1,3.6,-2.6,-0.4,-2.6,-0.9,-2.6,1.8,0.9,-4.6,-0.9
CCCn1c(C(Cc2ccccc2)NC(=O)COC)nc2ccccc21 (centres undefined),-1.8,1.3,1.0,3.1,-6.7,3.4,2.9,6.7,-6.0,0.8
CCC(C)Sc1ccc([C@H]2N[C@@](CC(C)C)(C(=O)OC)[C@H]3C(=O)N(CC)C(=O)[C@@H]23)cc1 (some centres undefined),4.8,-8.2,2.7,-0.5,53.0,-0.9,3.8,-53.0,10.2,0.6

# Next section:
SMILES,AddAB inh,Wnt bcat act,Tat transport,Ecoli viability,SR-BI DiI inh,CAL PDZ FP-1,phage Ecoli inh,SR-BI uptake up,MITF TRPM1 HTS,CAL PDZ FP-2
O=C(NCCCn1ccnc1)/C(=C\c1cccs1)NC(=O)c1ccco1,1.8,-3.4,3.1,-0.8,-17.6,0.0,3.5,17.6,1.9,0.0
O=C(Nc1ccc(N2CCOCC2)cc1)C1(c2ccc(Cl)cc2)CCC1,-0.3,3.9,5.2,-1.3,·,-2.5,0.7,·,-0.4,-2.3
O=C1c2oc3ccccc3c(=O)c2C(c2cccs2)N1CCCN1CCOCC1 (centres undefined),-0.7,·,-2.6,2.2,-2.0,-3.5,-0.7,2.0,-10.7,·
COCC(=O)N1CCN(c2ccc([N+](=O)[O-])cc2)CC1,5.3,·,-1.7,0.4,-4.7,·,1.6,4.7,·,-0.8
CCc1ccc(NC(=O)N(CCCN2CCOCC2)Cc2cccs2)cc1,0.2,-0.9,6.3,-1.5,-17.3,·,2.5,17.3,·,-1.5
NNC(=O)CCN1CCCCC1,3.0,0.5,3.2,-0.9,·,1.5,1.7,·,0.6,-0.7
Cc1cc(C)n(C(C)n2nc(C)cc2C)n1,2.4,·,-8.0,2.9,-25.7,-4.6,1.7,25.7,·,-3.5
COc1ccc(-n2nnnc2SCC(=O)NC(=O)Nc2ccc3c(c2)OCCO3)cc1,1.5,4.6,4.9,1.0,-16.9,-3.0,-0.2,16.9,41.9,·
CN(C(=O)CSc1ccccc1C(=O)O)C1CCCCC1,-0.7,·,-1.2,1.1,-13.2,-4.3,2.1,13.2,-11.8,-2.7
CCc1nn(CC(=O)N2CCN(Cc3ccc4c(c3)OCO4)CC2)c(=O)c2cc3occc3n12,·,·,-4.7,·,67.6,-2.4,1.1,-67.6,3.6,-0.2
CCOC(=O)CSc1nc(-c2ccccc2)cc(C(F)(F)F)n1,1.4,-1.1,0.2,-1.5,44.0,0.1,1.7,-44.0,-5.1,-1.0
CCOC(=O)C1=CC[C@@H](c2cc(OC)c(OC)c(OC)c2)N(S(=O)(=O)c2ccc(C)cc2)[C@H]1C(=O)OCC,0.4,-0.7,2.3,-0.7,-24.5,0.2,-0.9,24.5,-3.8,0.6
CC1(C)CC(=O)/C(=C(/O)CCCN2C(=O)c3ccccc3C2=O)C(=NC(C)(C)C)C1,2.0,0.2,0.8,1.3,-0.6,-0.9,-3.4,0.6,10.0,-2.7
CCOC(=O)c1nn(C)c(C)c1Cl,1.1,-1.2,-1.5,-0.1,-29.9,-2.7,2.5,29.9,5.0,0.0
COc1ccccc1-c1nc(SCC(=O)NCc2ccco2)c2c(=O)n(C)c(=O)n(C)c2n1,3.0,1.7,-3.0,-2.2,17.5,1.9,0.2,-17.5,2.1,-0.7
COc1ccc(C2C(=O)N(C3CCCCC3)CC(=O)N2CC2COc3ccccc3O2)cc1 (centres undefined),-0.3,-8.2,3.9,-1.2,-27.2,1.8,1.6,27.2,3.5,-0.8
CCCCn1c(N)c(N(CC(C)C)C(=O)c2cc(Br)c(Br)s2)c(=O)[nH]c1=O,·,-12.4,1.1,·,-4.7,-3.4,3.1,4.7,-36.5,-1.8
CS(=O)(=O)N1CCC(C(=O)Nc2ccc(C(N)=O)cc2)CC1,0.1,-0.7,1.2,1.3,-14.3,-3.0,1.2,14.3,-1.6,-0.7
O=C(NCc1ccc(F)cc1)c1ccccc1OCc1ccccc1,1.9,9.0,6.5,0.6,-3.0,0.3,2.1,3.0,3.7,0.9
Cn1c(SCC(=O)N2CCOCC2)nnc1-c1ccncc1,5.1,1.4,10.5,-2.7,·,2.1,2.3,·,-4.8,-0.9
CC(=O)Nc1ccc(SCC(=O)N2CCN(S(=O)(=O)c3ccccc3)CC2)cc1,1.6,5.9,-3.4,-2.5,-20.4,-2.6,-0.6,20.3,-8.4,-2.0
CCOC(=O)N1CCN(S(=O)(=O)Cc2ccccc2)CC1,3.2,-0.2,2.0,-0.4,-8.3,-2.7,3.2,8.3,-9.4,-3.0
CC1CCN(C(=O)c2[nH]cnc2C(=O)N[C@H](C)c2ccccc2)CC1,-0.8,-1.3,-3.3,0.9,-0.5,-3.7,1.1,0.5,4.2,0.5
O=C(COc1coc(CN2CCN(c3ccccc3F)CC2)cc1=O)N1CCc2ccccc21,5.7,-3.1,-6.4,-1.6,24.8,-1.0,1.9,-24.8,-1.3,-2.7
CCOc1ccc(/C=C2\SC(=S)N(NS(=O)(=O)c3ccc(C)cc3)C2=O)cc1OC,0.3,0.6,2.2,0.5,-15.6,-4.7,0.3,15.6,-5.6,-2.1

# (cont.)
SMILES,AddAB inh,Wnt bcat act,Tat transport,Ecoli viability,SR-BI DiI inh,CAL PDZ FP-1,phage Ecoli inh,SR-BI uptake up,MITF TRPM1 HTS,CAL PDZ FP-2
c1ccc2c(c1)nc(N1CCCCC1)c1ccccc12,0.5,-2.3,5.4,-0.7,20.3,-6.1,3.5,-20.3,-7.3,-0.4
CCN(CC)c1ccc(NC(=O)CSc2nc(C3CC3)nc3ccccc23)cc1C,1.2,-3.6,-2.3,-0.9,·,3.4,-0.2,·,-32.2,-1.8
O=C(COc1ccc([N+](=O)[O-])cc1)Nc1cccc(C(=O)Nc2ccccc2C(=O)O)c1,1.5,0.4,-0.5,0.0,-18.9,-11.8,2.6,18.9,3.2,-4.9
CC(=O)Nc1ccc(NC(=O)CSc2ncnn2-c2ccccc2)cc1,0.4,·,3.0,-0.3,-17.6,1.4,2.3,17.6,7.5,0.8
O=C(OCC#CCSc1nnc(-c2ccncc2)o1)c1cccs1,1.3,-0.9,8.2,-0.5,-1.7,-3.5,2.6,1.7,0.8,·
CC(=O)Nc1ccc(CCNC(=O)c2ccc3ccccc3c2O)cc1,·,-6.0,3.3,·,14.3,-3.5,-0.5,-14.3,2.5,-2.1

# Bioassay records (PubChem)
